# Source: PubChem BioAssay
# Rac1 mut GTP = human Rac1 activated mutant GTP binding change | GST-Rac1 activated beads, fluorescent GTP binding, flow cytometry; actives lie on both sides; 100% means binding = to untreated wells | percent activity (GTP binding), % at 10 µM | 0.11% of 190,000 active | AID 764 | P63000;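 active = GTP binding at least 20 percentage points away from the 100% baseline, in either direction, so actives lie on both sides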
# Rab7 wt GTP bind = modulators of GTP binding to dog Rab7 wildtype GTPase; GST-Rab7 beads, fluorescent GTP binding, flow cytometry; actives lie on both sides; untreated = 100%, excess cold GTP = 0%; GTP binding activity (percent of control), % at 10 µM; 0.055% of 190,000 active; AID 758;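 active = fluorescent GTP binding to Rab7 beads changed by at least 20 points from the 100% baseline, either direction, mostly lower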;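 also: median green fluorescence of bound Bodipy-FL-GTP per Rab7 bead population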
# Bim-Bcl-W = inhibitors of Bim-Bcl-W interaction, human. Q92843. bead-based flow cytometry, Bim peptide-Bcl-W binding. inhibition, % at 10 µM. 0.02% of 190,000 active. AID 952;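 also: 0% = bound tracer without compound and 100% = peptide blocker; higher means less fluorescent Bim peptide bound to Bcl-W beads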
# Target sequence (Q92843 whole entry, looked up): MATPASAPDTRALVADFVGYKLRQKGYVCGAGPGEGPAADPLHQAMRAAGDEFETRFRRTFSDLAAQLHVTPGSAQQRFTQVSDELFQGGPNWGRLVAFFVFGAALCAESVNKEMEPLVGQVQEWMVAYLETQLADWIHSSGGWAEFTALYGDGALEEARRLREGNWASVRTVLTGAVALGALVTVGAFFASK
# Rac1 wt GTP bind = modulators of human Rac1 wildtype GTP binding; GTP binding activity (% of control), % at 10 µM; 0.27% of 190,000 active; P63000; GST-Rac1 beads, fluorescent GTP binding, flow cytometry; actives lie on both sides; 0 = cold GTP competed, 100 = untreated;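 active = GTP binding activity at least 20 points away from the 100% control level, either lower or higher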
# Bfl-1 Bim block = inhibitors of Bim-Bfl-1 interaction, human; 0.12% of 190,000 active; Q16548; AID 1008; inhibition, % at 10 µM; Bead-based flow cytometry, Bim-Bfl-1 binding inhibition;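 also: 0% = wells without compound plus tracer and 100% = blocker peptide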
# Cdc42 wt = modulators (inhibitors or activators) of GTP binding to human Cdc42 wildtype; P60953; GST-Cdc42 beads, Bodipy-GTP binding, flow cytometry; actives lie on both sides; percent activity (GTP binding), % at 10 µM; 0.2% of 190,000 active; AID 761;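 active = percent activity GTP binding at least 20 points away from the 100% baseline, either down as inhibitor or up as activator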;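 also: median bead fluorescence of bound Bodipy-FL-GTP at 100 nM; 0% = excess unlabeled GTP control and 100% = no compound control; below 100% means less GTP binding so inhibitor and above means activator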
# Target sequence (P60953 whole entry, looked up): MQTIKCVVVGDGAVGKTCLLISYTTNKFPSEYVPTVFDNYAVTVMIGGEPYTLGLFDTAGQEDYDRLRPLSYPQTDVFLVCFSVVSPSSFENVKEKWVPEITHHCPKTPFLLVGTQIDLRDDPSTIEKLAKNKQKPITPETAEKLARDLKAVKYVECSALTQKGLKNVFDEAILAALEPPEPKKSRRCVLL
# Rab2A wt mod = changes GTP binding to wildtype dog Rab2A, up or down; GTP binding activity, % at 10 µM; GST-Rab2 wt beads, Bodipy-GTP binding, flow cytometry; P61105; 0.19% of 190,000 active;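 active = GTP binding activity at least 20 points away from 100%, either lowered or raised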;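 also: 0% = beads with excess unlabeled GTP and 100% = no-compound control corrected for plate trend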
# Bim-Bcl-B = inhibitors of Bim-Bcl-B interaction, human; inhibition, % at 10 µM; bead-based flow cytometry, Bim peptide-Bcl-B binding; Q9HD36; 0.073% of 190,000 active;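 also: 0% = tracer peptide without compound and 100% = reference inhibitor peptide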
# Target sequence (Q9HD36 whole entry, looked up): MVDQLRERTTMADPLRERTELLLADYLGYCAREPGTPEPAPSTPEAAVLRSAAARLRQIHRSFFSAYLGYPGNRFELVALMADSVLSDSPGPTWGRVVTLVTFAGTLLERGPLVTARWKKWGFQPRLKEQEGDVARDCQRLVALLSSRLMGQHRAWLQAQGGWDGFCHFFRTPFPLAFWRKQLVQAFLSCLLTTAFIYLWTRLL
# HRas wt GTP = human HRas wildtype GTP binding, change in either direction; P01112; GST-Ras wt beads, Bodipy-FL-GTP binding, flow cytometry; actives lie on both sides; GTP binding activity, % at 10 µM; 0.14% of 190,000 active; AID 759;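 active = GTP binding activity at least 20% away from the 100% baseline, either lowered as inhibitor or raised as activator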;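 also: 0% = unlabeled GTP competition control and 100% = no-compound control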
# Target sequence (P01112 whole entry, looked up): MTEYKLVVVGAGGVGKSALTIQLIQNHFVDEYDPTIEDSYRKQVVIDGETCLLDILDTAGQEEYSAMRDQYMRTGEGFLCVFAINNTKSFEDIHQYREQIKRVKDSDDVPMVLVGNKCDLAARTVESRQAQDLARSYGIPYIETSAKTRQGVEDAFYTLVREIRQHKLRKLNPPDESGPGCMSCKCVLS
# Bim-Bcl-XL = inhibitors of Bim-Bcl-XL interaction, human. Q07817. Bim peptide-Bcl-XL binding, bead flow cytometry, fluorescence. inhibition, % at 10 µM. 0.04% of 190,000 active. AID 1007
# Target sequence (Q07817 whole entry, looked up): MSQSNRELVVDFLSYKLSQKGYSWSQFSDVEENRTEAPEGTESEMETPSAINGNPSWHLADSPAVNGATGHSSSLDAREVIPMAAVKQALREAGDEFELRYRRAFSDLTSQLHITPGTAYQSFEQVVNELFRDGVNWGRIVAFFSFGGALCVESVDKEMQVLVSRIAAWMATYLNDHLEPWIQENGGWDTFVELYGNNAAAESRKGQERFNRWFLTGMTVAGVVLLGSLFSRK
# Bcl-2 Bim block = human Bim-Bcl-2 interaction inhibition | P10415 | Bead-based flow cytometry, Bim peptide-Bcl-2 binding | inhibition, % at 10 µM | 0.06% of 190,000 active | AID 950; in the data active = inhibition above about 40%;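 also: 0% = no compound wells with probe peptide and 100% = reference peptide inhibitor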
# * hit, by the source's call; [ ] = remark or other dose. Rule as the data show it, unless noted: active = inhibition above about 40%.
compound	Rac1 mut GTP	Rab7 wt GTP bind	Bim-Bcl-W	Rac1 wt GTP bind	Bfl-1 Bim block	Cdc42 wt	Rab2A wt mod	Bim-Bcl-B	HRas wt GTP	Bim-Bcl-XL	Bcl-2 Bim block
CCN(CC)S(=O)(=O)c1cccc(-c2n[nH]c(=S)n2/N=C/c2ccc(OC)cc2)c1	94.0	89.0	3.0	93.0	6.0	94.0	92.0	-25.0	92.0	2.0	-1.0
CC(C)NC(=O)NC(=O)COC(=O)c1ccc(F)cc1F	102.0	98.0	-7.0	104.0	-2.0	105.0	98.0	-2.0	100.0	-2.0	-1.0
O=C(NCC1CCCO1)c1cccnc1Nc1ccccc1F (stereo not given)	99.0	103.0	2.0	102.0	-9.0	100.0	102.0	-7.0	101.0	-3.0	-9.0
CCN(CC)S(=O)(=O)c1ccc(/C=C/C(=O)OCC(=O)N(C(C)C)C(C)C)cc1	97.0	100.0	-2.0	102.0	-5.0	99.0	97.0	-2.0	99.0	-3.0	-1.0
CN1CCN(c2ccccc2NC(=O)c2ccc(-c3cccc([N+](=O)[O-])c3)o2)CC1	107.0	106.0	2.0	123.0*[activator]	-13.0	108.0	106.0	0.0	107.0	1.0	-3.0
Oc1cccc(CN2CCCCC2)c1	101.0	99.0	-5.0	105.0	-3.0	98.0	94.0	-5.0	100.0	-5.0	-3.0
CSc1nnc(Cn2c(=O)sc3ccccc32)n1-c1ccccc1C	101.0	105.0	-7.0	107.0	-4.0	111.0	105.0	-11.0	103.0	-7.0	-5.0
O=C(CN1CCN(C2CCCCC2)CC1)c1ccc2cc[nH]c2c1	100.0	98.0	0.0	104.0	-12.0	100.0	100.0	-7.0	99.0	-8.0	-10.0
O=C1OCCN1CCNCc1cn(-c2ccc(F)cc2)nc1-c1ccccc1Cl	93.0	101.0	-1.0	97.0	-9.0	95.0	96.0	-6.0	95.0	-2.0	-3.0
O=C(NCc1cccnc1)c1ccc(-c2ccccc2[N+](=O)[O-])o1	100.0	95.0	0.0	104.0	0.0	100.0	100.0	0.0	101.0	-1.0	0.0
C=CCOc1cccc(CNn2cn[nH]c2=S)c1	100.0	101.0	-7.0	102.0	4.0	104.0	101.0	-21.0	102.0	-5.0	-2.0
Cc1[nH]c(=O)[nH]c(=O)c1NS(=O)(=O)c1ccccc1	98.0	98.0	7.0	102.0	6.0	100.0	98.0	5.0	100.0	7.0	5.0
CCC(=O)N1CCc2cc(S(=O)(=O)NC(Cc3ccccc3)C(=O)NC3CCCCC3)ccc21 (stereo not given)	102.0	102.0	-4.0	107.0	-2.0	103.0	102.0	-4.0	100.0	-4.0	-4.0
COc1ccc(C(=O)N2CCC(N3CCN(c4ccccc4)CC3)CC2)cc1	102.0	105.0	-3.0	110.0	-8.0	107.0	107.0	-5.0	104.0	-6.0	-6.0
COC(=O)c1c(NC(=O)COC(=O)CNC(=O)C2CCCCC2)sc(C)c1C	95.0	97.0	-5.0	102.0	-2.0	94.0	93.0	-8.0	99.0	-3.0	-1.0
Cc1cc(C)cc(NC(=S)NC2CC3CCC(C2)N3Cc2ccco2)c1 (stereo not given)	100.0	97.0	-4.0	102.0	-2.0	106.0	104.0	-4.0	104.0	-5.0	-5.0
Cc1ccc(C2=Nc3ccccc3NC(C)(c3ccc(C)o3)C2)o1 (stereo not given)	98.0	103.0	3.0	106.0	-6.0	105.0	104.0	-4.0	104.0	-3.0	-2.0
Cn1c(N/N=C\c2cccc(O)c2)cc(=O)n(C)c1=O	99.0	98.0	-3.0	94.0	-15.0	97.0	96.0	-4.0	94.0	-3.0	-1.0
O=C(Nc1nnc(CCS(=O)(=O)c2ccc3ccccc3c2)s1)c1cccs1	96.0	99.0	1.0	99.0	0.0	102.0	96.0	-5.0	98.0	0.0	1.0
C(=C\c1ccccc1)/C=N/Nc1nc(N2CCOCC2)nc(N2CCOCC2)n1	101.0	101.0	-3.0	106.0	-19.0	104.0	103.0	-10.0	103.0	-8.0	-11.0
Cc1ccc(C)c(CSc2nc(-c3ccco3)nc3c2c(=O)n(C)c(=O)n3C)c1	98.0	104.0	-3.0	98.0	-4.0	94.0	99.0	-4.0	95.0	-2.0	0.0
COc1ccc(Nc2nc(NC(C)(C)C)nc(N3CCOCC3)n2)c(OC)c1	96.0	100.0	2.0	108.0	0.0	104.0	102.0	0.0	100.0	0.0	2.0
O=C(Nc1ccncc1)c1sc2ccccc2c1Cl	96.0	98.0	-5.0	98.0	2.0	97.0	97.0	-3.0	94.0	-1.0	-5.0
COc1nn(CC(=O)N2N=C(C)CC2(O)C(F)F)cc1[N+](=O)[O-] (stereo not given)	102.0	93.0	-4.0	105.0	0.0	106.0	101.0	-2.0	101.0	-4.0	-7.0
COc1ccc(NC(=O)CN(C)S(=O)(=O)c2ccccc2)c([N+](=O)[O-])c1	100.0	97.0	0.0	102.0	-1.0	101.0	98.0	0.0	99.0	0.0	-1.0
COc1cc(Cl)c(C)cc1NC(=O)c1ccc(S(C)(=O)=O)cc1	96.0	98.0	-1.0	95.0	-3.0	95.0	98.0	-5.0	97.0	-5.0	-2.0
O=C(NNC(=S)Nc1ccccc1)c1cccc(Br)c1	97.0	99.0	0.0	98.0	-6.0	99.0	98.0	-2.0	97.0	10.0	-4.0
Cc1ccccc1OCCn1c(CCNC(=O)C(C)C)nc2ccccc21	100.0	97.0	-4.0	101.0	-8.0	96.0	102.0	-6.0	100.0	-8.0	-5.0
Cc1ccc(-c2nnn(CC(=O)N(CC3CCCO3)C(C(=O)NC3CCCC3)c3ccc(O)cc3)n2)o1 (stereo not given)	95.0	104.0	-2.0	99.0	0.0	101.0	99.0	-9.0	97.0	-5.0	1.0
COC(=O)C(C)Sc1nc(NCc2ccccc2)nc(N(C)C)n1 (stereo not given)	94.0	92.0	0.0	92.0	-7.0	96.0	93.0	-6.0	92.0	-2.0	-8.0
CCN(CC(=O)Nc1cccc(OC)c1)c1ncnc2sc(C)c(C)c12	98.0	104.0	-5.0	101.0	-16.0	98.0	98.0	-13.0	100.0	-9.0	-12.0
CNC(=O)CN(c1ccc(F)cc1)S(=O)(=O)c1cc(C)ccc1OC	103.0	103.0	-3.0	105.0	0.0	106.0	108.0	-1.0	108.0	-1.0	-5.0
CCN(c1ccccc1)S(=O)(=O)c1cnc[nH]1	101.0	99.0	-1.0	102.0	-3.0	107.0	102.0	-1.0	103.0	-1.0	-2.0
Cc1cc(NC(=O)c2cccc(S(=O)(=O)N3CCOCC3)c2)no1	99.0	98.0	2.0	103.0	-8.0	101.0	97.0	-4.0	100.0	0.0	0.0
CN(CCC#N)C(=O)COC(=O)c1ccc2c(=O)n3c(nc2c1)CCC3	97.0	104.0	1.0	103.0	-3.0	101.0	101.0	-3.0	99.0	0.0	4.0
CCOc1ncccc1C(=O)N1CCN(S(=O)(=O)c2ccc(Br)cc2Cl)CC1	95.0	102.0	0.0	99.0	-6.0	95.0	98.0	-3.0	98.0	-5.0	-1.0
CCSc1oc(-c2ccco2)nc1S(=O)(=O)c1ccc(F)cc1	97.0	101.0	4.0	109.0	-12.0	99.0	101.0	-6.0	102.0	-10.0	-6.0
OCCN1CCN(c2nc(-c3ccccc3)c3cc(Cl)ccc3n2)CC1	93.0	97.0	0.0	85.0	-1.0	90.0	94.0	-1.0	89.0	0.0	-1.0
Cc1cccc(NC(=O)c2onc3c2CCCC3)c1C	95.0	100.0	-1.0	98.0	0.0	98.0	98.0	-1.0	101.0	-6.0	-1.0
Cc1n[nH]c(=S)n1/N=C/c1ccccc1OCc1ccc(Cl)cc1	97.0	95.0	0.0	95.0	3.0	95.0	97.0	-6.0	98.0	-1.0	0.0
O=C1C=C(N2CCCCCC2)C2(CCCCC2)O1	93.0	94.0	2.0	95.0	-4.0	95.0	95.0	0.0	94.0	0.0	-5.0
CS(=O)(=O)N(CC(=O)Nc1ccc(F)cc1F)c1cccc([N+](=O)[O-])c1	99.0	101.0	0.0	100.0	3.0	103.0	102.0	-1.0	102.0	2.0	0.0
CC(C)N(Cc1nc(-c2ccccc2)no1)C(=O)c1ccc2c(c1)OCO2	96.0	104.0	2.0	107.0	-11.0	103.0	100.0	-8.0	102.0	3.0	-9.0
Cc1nc(NC(=O)CSc2nnc(N)s2)c(Cl)cc1Cl	95.0	100.0	0.0	98.0	-6.0	94.0	99.0	-8.0	98.0	-4.0	-2.0
Cc1ccc(C)c2c1cc(C)c1nnc(SCC(=O)Nc3nc4c(s3)CCCC4)n12	102.0	104.0	-1.0	111.0	-1.0	108.0	109.0	-2.0	107.0	-5.0	0.0
CC(C)N1C(=O)N(c2ccccc2)C(C)(O)CC1(C)C (stereo not given)	101.0	100.0	-1.0	107.0	0.0	100.0	101.0	-2.0	102.0	0.0	0.0
CC1(C(=O)O)CCC(C(=O)N2CCOCC2)C1(C)C (stereo not given)	104.0	103.0	-2.0	104.0	0.0	105.0	108.0	-3.0	108.0	-4.0	0.0
O=C(c1coc(=O)c(Br)c1)N1CCCc2ccccc21	96.0	98.0	9.0	99.0	17.0	98.0	97.0	13.0	96.0	3.0	9.0
CC(=O)N1CCN(c2ccc(NCc3ccc(C)cc3)cc2)CC1	99.0	93.0	4.0	102.0	8.0	103.0	101.0	0.0	100.0	0.0	0.0
CCOC(=O)N1CCN(C(=O)c2ccc3nc(SCc4ccc(F)cc4)n(C)c3c2)CC1	94.0	100.0	0.0	98.0	0.0	98.0	98.0	0.0	100.0	-1.0	-3.0

# (more compounds)
compound	Rac1 mut GTP	Rab7 wt GTP bind	Bim-Bcl-W	Rac1 wt GTP bind	Bfl-1 Bim block	Cdc42 wt	Rab2A wt mod	Bim-Bcl-B	HRas wt GTP	Bim-Bcl-XL	Bcl-2 Bim block
Cc1[nH]ccc(=O)c1Oc1ncc(C(F)(F)F)cc1Cl	96.0	97.0	0.0	97.0	-7.0	102.0	99.0	0.0	97.0	-1.0	-4.0
CCc1nnc(NC(=O)CSc2nnc(-c3ccoc3C)n2-c2ccccc2)s1	94.0	97.0	-3.0	98.0	-2.0	98.0	98.0	-1.0	95.0	0.0	-2.0
CCSCc1nc2ccccn2c1Br	94.0	96.0	1.0	97.0	-2.0	97.0	97.0	-5.0	97.0	-3.0	0.0
CCOC(=O)c1cnc(SCc2nc(N)nc(Nc3ccc(C)cc3)n2)nc1N	104.0	107.0	-5.0	112.0	-4.0	104.0	105.0	-9.0	102.0	-3.0	-7.0

# Compound profiles, as listed above. Screens in order: Rac1 mut GTP | Rab7 wt GTP bind | Bim-Bcl-W | Rac1 wt GTP bind | Bfl-1 Bim block | Cdc42 wt | Rab2A wt mod | Bim-Bcl-B | HRas wt GTP | Bim-Bcl-XL | Bcl-2 Bim block
# Record of CCSCc1nc2ccccn2c1Br : 94.0 | 96.0 | 1.0 | 97.0 | -2.0 | 97.0 | 97.0 | -5.0 | 97.0 | -3.0 | 0.0
# Record of CCc1nnc(NC(=O)CSc2nnc(-c3ccoc3C)n2-c2ccccc2)s1 : 94.0 | 97.0 | -3.0 | 98.0 | -2.0 | 98.0 | 98.0 | -1.0 | 95.0 | 0.0 | -2.0
# Record of CCOC(=O)c1cnc(SCc2nc(N)nc(Nc3ccc(C)cc3)n2)nc1N : 104.0 | 107.0 | -5.0 | 112.0 | -4.0 | 104.0 | 105.0 | -9.0 | 102.0 | -3.0 | -7.0
